# ST2 inh = inhibitors of human ST2 (IL1RL1) binding to IL-33. hit rate 2.3% among 78,000. AlphaLISA ST2-Fc/biotin-IL-33 interaction, 1 h. inhibition, % for hits at 17 µM; in the data active = inhibition above about 30%; inconclusive = mostly about 10% to 28%
# Target sequence (Q01638 whole entry, looked up): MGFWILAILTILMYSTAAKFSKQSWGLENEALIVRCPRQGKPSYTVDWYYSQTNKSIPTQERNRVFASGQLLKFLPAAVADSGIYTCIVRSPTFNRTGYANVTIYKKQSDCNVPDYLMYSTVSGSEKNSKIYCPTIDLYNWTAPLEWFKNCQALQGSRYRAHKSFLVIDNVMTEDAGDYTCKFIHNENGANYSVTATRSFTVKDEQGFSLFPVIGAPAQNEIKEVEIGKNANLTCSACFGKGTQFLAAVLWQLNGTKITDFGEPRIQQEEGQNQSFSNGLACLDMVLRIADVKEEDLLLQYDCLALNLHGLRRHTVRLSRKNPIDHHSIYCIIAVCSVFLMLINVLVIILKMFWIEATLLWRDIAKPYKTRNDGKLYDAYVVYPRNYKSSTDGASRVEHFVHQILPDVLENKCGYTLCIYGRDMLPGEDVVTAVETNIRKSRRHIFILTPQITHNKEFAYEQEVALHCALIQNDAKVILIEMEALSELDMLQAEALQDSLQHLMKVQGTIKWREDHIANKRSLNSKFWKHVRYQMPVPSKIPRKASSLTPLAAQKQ
# * = called active by the depositor; i = inactive; ? = inconclusive. This is a subset (hit frequency here may not be typical).
compound | ST2 inh
Cc1cccnc1-n1nc(C2CC2)nc1Cn1nc(C)c2ccccc2c1=O | ?
CCOc1ccc(N2CC(NC(=O)c3ccccc3)CC2=O)cc1 (centres undefined) | ?
CCOc1ccc(-n2c(SCC)nc3c(c2=O)SCC3)cc1 | i
NC(=O)C1CCN(c2nc(O)c(C3=c4ccccc4=NC3=O)s2)CC1 | i
CCn1c(C2CCCN(C(=O)Cc3sc(C)nc3C)C2)nn(C)c1=O (centres undefined) | ?
O=C(NCC1CCCO1)c1ccc(NC(=O)c2ccc(Br)cc2)cc1 (centres undefined) | i
O=C(CSc1nc2c(c(=O)n1-c1ccccc1)SCC2)NCc1ccco1 | ?
COc1ccccc1C(=O)C1C(=O)NC23CCN(C)CC2C1c1cccc(OC)c1O3 (centres undefined) | i
CC1CC(C)CN(C(=O)c2cc3cc4ccc(Cl)cc4nc3o2)C1 (centres undefined) | ?
O=C(NCCS(=O)(=O)N1CCCC1)c1ccc(NC(=O)C2CCC2)cc1 | i
COc1ccc(N(CC(N)=O)S(C)(=O)=O)cc1OC | i
N=c1n(Cc2ccc(Cl)cc2)c2ccccc2n1CC(O)c1ccco1 (centres undefined) | i
CC1=C(C(N)=O)C(c2ccncc2)n2nc(SCc3ccccc3Cl)nc2N1 (centres undefined) | i
CS(=O)(=O)N(CC(=O)Nc1ccccc1C(=O)O)c1cccc(Br)c1 | i
O=C(C1CNCCN1C(=O)CCn1nnc2ccccc21)N1CCOCC1 (centres undefined) | i

# Given field by field: three of the compounds above.
Structure: COc1ccccc1C(=O)C1C(=O)NC23CCN(C)CC2C1c1cccc(OC)c1O3 (centres undefined)
  ST2 inh: i

Structure: CC1CC(C)CN(C(=O)c2cc3cc4ccc(Cl)cc4nc3o2)C1 (centres undefined)
  ST2 inh: ?

Structure: O=C(NCCS(=O)(=O)N1CCCC1)c1ccc(NC(=O)C2CCC2)cc1
  ST2 inh: i

# (cont.)
compound | ST2 inh
COc1cc(SC)ccc1C(=O)N[C@@H]1C=C(C(=O)N[C@H](CC(C)C)C(N)=O)C[C@@H](O)[C@@H]1O | i
Cc1ccc(NS(=O)(=O)c2ccc(F)cc2)c(C)c1 | i
CC1CC(C)CN(C(=O)CSc2cc(=O)n(C)c3ccccc23)C1 (centres undefined) | i
CC1(C)CC(=O)c2sc(N)nc2C1 | i
Cc1c(C(=O)NCc2ccccn2)oc2ccc(S(=O)(=O)N3CC(C)CC(C)C3)cc12 (centres undefined) | i
CCOC(=O)c1cccnc1-c1cccc(NC(C)=O)c1 | i
CCOC(=O)C(CC)Sc1nc2c(c(=O)n1-c1ccc(OCC)cc1)SCC2 (centres undefined) | i
CC(=O)C1=NN(c2ccc(C)cc2)C2C(=O)N(c3ccccc3Cl)C(=O)C12 (centres undefined) | i
O=C(CSc1ccccc1)NC1CC1 | i
CN1C[C@H](NC(=O)c2ccc3cccc(Cl)c3n2)C[C@H]1CO | i
COCC(C)NCCn1[nH]c(=O)ccc1=O (centres undefined) | i
c1ccc(-c2ccccc2OCCOCCN2CCCC2)cc1 | ?
CCCCOc1ccc(C2C(C#N)=C(N)Oc3n[nH]c(C)c32)cc1 (centres undefined) | i
c1ccc(CCNc2nc(-c3ccncc3)nc3ccccc23)cc1 | i
CCC(=O)Nc1ccc2nc(SCC(=O)NCC3CCCO3)sc2c1 (centres undefined) | ?

# Ordered by formula weight (highest first): some entries from above.
compound | ST2 inh
Cc1c(C(=O)NCc2ccccn2)oc2ccc(S(=O)(=O)N3CC(C)CC(C)C3)cc12 (centres undefined) | i
c1ccc(CCNc2nc(-c3ccncc3)nc3ccccc23)cc1 | i
CN1C[C@H](NC(=O)c2ccc3cccc(Cl)c3n2)C[C@H]1CO | i

# (list continues)
compound | ST2 inh
C=CCN(C(=O)Cc1c(C(=O)O)[nH]c2ccc(Cl)cc12)c1ccccc1 | i
O=C(Nc1ccc(Oc2ccccc2)cc1)O[C@@H]1CO[C@H]2[C@@H]1OC[C@@H]2NC(=O)c1ccccn1 | i
COc1ccccc1N1CCN(CC[C@H]2CN(C(=O)N3CCOCC3)CC[C@H]2CC(=O)O)CC1 | 33.0%*
CCOc1ccc(NC(=O)C(=O)c2ccccc2NC(C)=O)cc1 | i
COc1ccc(C=Cc2ccccn2)cc1 | ?
CC(C)c1ccc(NC(=O)N[C@H]2CO[C@H]3[C@@H]2OC[C@H]3OCc2ccccc2)cc1 | i
Cc1nn(-c2ccccc2)c2sc(C(=O)NCCCO)cc12 | i
O=c1[nH]cc(COCC(F)(F)C(F)F)c(=O)[nH]1 | i
COc1ccc(CCNC(=O)CN2CCCC3(CNC(=O)O3)C2)cc1 (centres undefined) | ?
Cc1cc(=O)oc2cc(Cl)c(OC(=O)c3ccccc3)cc12 | i
COc1ccc(-c2csc(/C(C#N)=C\c3ccc(OC)o3)n2)cc1 | 49.0%*
O=C(NCCCNc1ccc([N+](=O)[O-])cc1C(F)(F)F)c1ccc(Cl)cc1 | ?
O=C(CN1C(=O)CCc2cc(S(=O)(=O)N3CCCC3)ccc21)NCc1cccs1 | i
CCc1ccccc1NC(=O)CSc1ncnc2nc(N(C)C)sc12 | i
C=CCn1c(SCC(=O)N2CCN(CCO)CC2)nc2sc(C)c(C)c2c1=O | i
O=C(c1ccc2c(Cl)c3c(nc2c1)CCCC3)N1CCOCC1 | i
Cc1ccccc1NC1SC(=O)N(Cc2ccccc2)C1=O (centres undefined) | i
O=C1NC(=Nc2cccc(Cl)c2Cl)S/C1=C\c1ccc(O)c(O)c1 | ?
O=C(Cc1c(F)cccc1Cl)N1CCC(O)(C2CCN3Cc4ccccc4N=C23)CC1 (centres undefined) | i
Cc1cccc(OC(=O)NC(=O)c2ccccc2)c1 | i
CCCOc1ccccc1/C=C1\SC(N)=NC1=O | i
COc1ccc(-c2oc3ncn(Cc4ccccc4)c(=N)c3c2-c2ccc(OC)cc2)cc1 | 39.0%*
CNC(=O)CCN(C)C1CCN(c2cccc(C)c2C)CC1 | i
CCC(=O)N1CCc2cc(Br)cc(S(=O)(=O)N3CCCCC3C)c21 (centres undefined) | i
COc1cccc(-c2nnnn2[C@H]2CO[C@H]3[C@@H]2OC[C@@H]3NC(=O)c2ccc(C(F)(F)F)cc2)c1 | i
O=C(Cc1ccc(-n2c(=O)[nH]c3ccsc3c2=O)cc1)N1CCN(c2ncccn2)CC1 | i
COc1ccc(-c2cc(N3CCN(S(=O)(=O)c4cc(OC)ccc4OC)CC3)ncn2)cc1 | i
CCc1nc2c(cnn2-c2ccc(Cl)cc2)c(=O)n1-c1ccc(OC)c(Cl)c1 | i
Cc1nc(CNC(=O)C(=O)c2cccs2)cs1 | ?
CC1CCCN(c2ccc(C(F)(F)F)cn2)C1 (centres undefined) | i
CCCn1c(=N)n(CC(O)c2ccco2)c2ccccc21 (centres undefined) | i
CC(=O)N1CCn2nc(C(=O)NCC3(c4ccccc4)CCOCC3)cc2C1 | ?
COCCN(CCOC)c1ncnc2c1cnn2-c1cccc(C)c1 | i
CCOc1cc2c(cc1-c1nccn1Cc1cnn(C)c1C)CCC2 | i
CCOc1ccc(-n2c(=O)c3sccc3n(Cc3cc(=O)n4ccccc4n3)c2=O)cc1 | ?
CC(C)Oc1ccc(C(=O)Nc2c3c(nn2C(C)(C)C)CS(=O)C3)cc1 (centres undefined) | i
COc1cc(Br)cc(C2Nc3ccccc3-c3nnc(SC)nc3O2)c1OC (centres undefined) | i
Cc1cc(C)nc(NC(=O)c2cc(-c3ccccc3)nc3ccccc23)n1 | i
c1ccc(-c2nn(-c3ccccc3)[n+](-c3ccccc3)n2)cc1 | i
COc1ccc(F)c(-c2cc(C)cnc2-n2cnnc2)c1 | i
O=C(Cn1cnc2c(cnn2-c2ccc(F)cc2)c1=O)N1CCN(c2ccccc2)CC1 | ?
C[C@H]1[C@@H]2[C@@H](O)C([C@H](C)C(=O)N3CCCCC3)CC[C@@]2(C)CC[C@@H]1NC(=O)C1CC1 (some centres undefined) | i
CN1CCN([C@@H]2CCN(Cc3ccc4cc(F)ccc4n3)C[C@H]2O)CC1 | i
CC1=C(C(=O)OC2CCCCC2)C(c2ccccc2Cl)n2ncnc2N1 (centres undefined) | i
CCOc1ccccc1NC(=O)c1ccc([N+](=O)[O-])cc1 | ?
Cc1ccc(Cl)cc1N1C(=O)C(N2C(=O)c3cccc([N+](=O)[O-])c3C2=O)C1c1cccs1 (centres undefined) | ?
O=c1c2cnn(-c3ccccc3)c2ncn1Cc1ccccn1 | i
O=C(NCc1cccs1)c1cc(-c2ccc(Br)cc2)on1 | i
O=C(NCc1ccc2c(c1)OCO2)C1CCN(S(=O)(=O)c2cccc3cccnc23)CC1 | i
CC(C)(Cc1ccc(F)cc1)NC(=O)CC1C(=O)NCCN1Cc1ccoc1 (centres undefined) | i
Cc1ccc(-c2cn(-c3ccc(C)c(F)c3)c(=O)[nH]2)cc1 | i
Cc1[nH]c2ccccc2c1SCCNC(=O)c1ccc(Br)o1 | ?
Cc1ccc(N2C(=O)C3N=NN(CC(=O)Nc4ccc(F)cc4F)C3C2=O)cc1 (centres undefined) | i
CC1=CC[C@@H]2CN(Cc3ccccc3OCC(=O)N(C)C)C[C@@H]2C1 | ?
Fc1ccccc1-c1nnc([C@H]2CCN(Cc3c[nH]c4ccccc34)C2)o1 | i
CCOc1ccc2sc(C=NCc3ccc(F)cc3)c(O)c2c1 | ?
CN(C(=O)c1ccc(Br)o1)C1CCS(=O)(=O)C1 (centres undefined) | i
Cc1cnc(CN(C)C(=O)c2cc(COc3ccccc3F)[nH]n2)[nH]1 | i
COc1c(C)cc(-c2ccc(C(C)=O)cn2)cc1C | i
O=C(NCCn1cc(SCC(=O)N2CCOCC2)c2ccccc21)c1ccccc1F | ?

# Other records.
SMILES | ST2 inh
Cc1ccc(C(C)(c2ccc(N)cc2)c2ccc(N)cc2)cc1 | ?
C=C(C)CN1C(=O)NC(CC)(C2CCN(C(=O)c3ccc(N4CCCCC4)cc3)CC2)C1=O (centres undefined) | i
Cc1cc2nc(CSc3nnc(-c4cc(C)n(C)n4)o3)cc(=O)n2o1 | i
Cc1cc(CN2CCCC2)ccc1Oc1ccc(C(=O)N2CCCCC2)cn1 | i
O=C(/C=C/c1ccccc1)NCCc1ccccc1 | ?
CCN(CC)C(=O)C1=C(C)Nc2nc3ccccc3n2C1c1ccccc1Cl (centres undefined) | i
O=C(CNc1ccc(Cl)cc1)c1ccc(Cl)cc1 | ?
O=C1CCC2(CCCO2)CCN1Cc1nccn1Cc1ccccc1 (centres undefined) | ?
COc1cccc(CCC2CCCN(S(=O)(=O)c3cccnc3)C2)c1 (centres undefined) | i
CCN1CCCC1CNC(=O)C1c2cc(OC)c(OC)cc2C(=O)N(C)C1c1ccccc1F (centres undefined) | i
O=C(O)C[C@@H]1CCN(C(=O)COc2ccccc2)C[C@@H]1CCN1CCN(c2cccc(C(F)(F)F)c2)CC1 | i
Nc1nc(NCc2ccccc2)nc(-c2cccc(F)c2F)n1 | i

# 6 compounds drawn at random from the list so far, as already listed:
SMILES | ST2 inh
Cc1cccc(OC(=O)NC(=O)c2ccccc2)c1 | i
Fc1ccccc1-c1nnc([C@H]2CCN(Cc3c[nH]c4ccccc34)C2)o1 | i
CC1=CC[C@@H]2CN(Cc3ccccc3OCC(=O)N(C)C)C[C@@H]2C1 | ?
CCOc1ccccc1NC(=O)c1ccc([N+](=O)[O-])cc1 | ?
CCOc1ccc(N2CC(NC(=O)c3ccccc3)CC2=O)cc1 (centres undefined) | ?
Cc1cc(=O)oc2cc(Cl)c(OC(=O)c3ccccc3)cc12 | i

# Later entries.
SMILES | ST2 inh
O=C(CSc1nnc2c(n1)[nH]c1ccccc12)Nc1ccc(Cl)c(Cl)c1 | i
CCOC(=O)c1sc2nc(C)nc(N3CCCCC3CC)c2c1C (centres undefined) | i
Cc1ccc(C)c(CSC2=NCCN2C(=O)C2CCCC2)c1 | i
NS(=O)(=O)c1ccc(N=Cc2ccc(O)cc2)cc1 | i
CCCCc1ncc(-c2nccn2CCc2ccccn2)[nH]1 | i
CCC1(CC)OC(c2ccc(F)cc2)Nc2ccccc21 (centres undefined) | ?
COc1ccc(-n2ncc3c(Nc4cccc(Cl)c4)ncnc32)cc1 | i
CCOC(=O)N1CCN(C(=O)c2ccc(N3CCC(NCc4cccs4)CC3)cc2)CC1 | i
O=C(Nc1ccc(F)cc1)c1nn(-c2ccc(Cl)cc2)c(=O)c2ccccc12 | i
Cc1nc(Oc2ccc(Cl)cc2)c(C(=O)O)c(C)c1Cl | i
CCOc1nc(NCC(=O)O)nc(NCC(=O)O)n1 | i
COC(=O)CCC(=O)N1CCN2CCNC(=O)C2C1 (centres undefined) | i
O=C(O)c1ccc(N2COc3ccc4cc(Br)ccc4c3C2)cc1 | ?
CCC1CCCCN1CCCNC(=O)CNC(=O)c1cccs1 (centres undefined) | i
CC(=O)N1CCC(N(C)Cc2nncn2C(C)C)CC1 | i
CCc1ccc(NC(=O)CSc2nc3c(c(=O)n2-c2ccccc2)SCC3)cc1 | ?
Cc1cccc(C(=O)N(c2ccc(C(C)C)cc2)C2C=CS(=O)(=O)C2)c1 (centres undefined) | i
COC(C#CC(C)(C)N(C)C)(c1ccccc1)c1ccccc1 | ?
CCc1cc(C(=O)NCc2c(C)ncc3c2CCN(C(=O)/C=C/c2cccc(F)c2)C3)n(C)n1 | i
CC1CCC(NC(=O)CN2C(=O)COc3ccc(S(=O)(=O)N4CCCC4)cc32)CC1 (centres undefined) | ?
CC1=C(C(=O)Nc2cccnc2)C(c2cccc(O)c2)n2ncnc2N1 (centres undefined) | i
CCn1ccnc1CN(C)CC(=O)Nc1ccc(Cl)cc1F | i
Cc1ccc(Nc2cc(C)nc(Nc3ccc(NC(=O)CC4CCCC4)cc3)n2)cc1 | 31.0%*
CC(C)Cc1nc(C(C)NS(C)(=O)=O)n(-c2ccc3c(c2)OCCO3)n1 (centres undefined) | i
CN(CCOc1ccccc1)Cc1ccc(O)c(O)c1 | i
COc1ccc(I)cc1S(=O)(=O)NCc1ccccc1 | ?
CCOC(=O)c1ccc2c(c1)N(Cc1ccc(Cl)cc1)C(=O)CS2 | ?
CCCCn1cnc2cc(NCc3cc(OC)c(OC)c(OC)c3)ccc21 | ?
CCc1c(C)nc(Nc2nc(C)c3ccccc3n2)[nH]c1=O | ?
O=C(NC1CCCC1)c1cc(-c2cccc(Cl)c2)on1 | i
O=c1oc(COc2ccc(Cl)cc2)nc2ccc(Br)cc12 | ?

# Screening data (PubChem)
